Screening data as filed in PubChem.
NIH3T3 tox: NIH 3T3 cell cytotoxicity | NIH 3T3 viability, CellTiter-Glo ATP luminescence, 48-72 h | Potency, µM (highest dose often 96.7 µM), for inactives: at the top dose activity change, negative = cytotoxicity, hits mostly inhibitors | 94,000 compounds, 4.3% hits; also: potency is read from the fitted curve at half-maximal effect; nearly all actives have a fitted effect of over 55% in size
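Viability of NIH 3T3 cells after 48 or 72 hr compound treatment at 37 °C was assessed by CellTiter-Glo, with luminescence imaged following a 10 min room-temperature step.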
SNCA expr inh: inhibitors of alpha-synuclein (SNCA) gene expression; Potency, µM (doses to about 57.2 µM), inactives show at the highest dose activity change, negative = inhibition, actives largely listed as inhibitors; HEK-293 SNCA-luciferase knock-in, luminescence, 24 h; 140,000 compounds, 0.17% hits;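 also: potency is read from the fitted curve at half-maximal effect; plate controls were DMSO cells for no effect and cell-free wells for full effect; nearly all actives have a fitted effect of over 45% in size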
IP6K1 inh: blocks human inositol hexakisphosphate kinase 1 | IP6K1 kinase, ADP-Glo luminescence, 2 h; active compounds read low | activity change, % (series mostly up to about 58 µM) | 140,000 compounds, 0.81% hits; in the data active = activity change below about -25%
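ADP-Glo luminescence measures ADP made by human IP6K1 during a 2 h RT reaction with ATP/IP6 (mix at 1.3 mM/130 uM); top library doses 57.5 and 19.1 uM final.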
HEK cytotox: HEK 293 cell cytotoxicity; HEK 293 viability, ATP luminescence (CellTiter-Glo), 48-72 h; Potency, µM (titrated, usually from 115 µM), inactives show top-dose activity change, negative = cytotoxicity, most hits filed as inhibitors; 94,000 compounds, 6.6% hits; also: potency is read from the fitted curve at half-maximal effect; nearly all actives have a fitted effect of over 60% in size
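Luminescence from cellular ATP, measured with CellTiter-Glo, indicates HEK 293 viability. Cells plated at 250 cells/well are treated with compound for 48 or 72 hr at 37 degree Celsius before reagent addition.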
HEK293 viab: counter-screen for SNCA expression inhibitors: cell viability. HEK-293-SNCA-luc viability, GF-AFC fluorescence, 24 h. Potency, µM (highest dose often 57.1 µM), for the others: at the top dose activity change, negative = cytotoxicity, actives largely listed as cytotoxic. 150,000 compounds, 0.12% hits;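 also: potency is read from the fitted curve at half-maximal effect; 0% = DMSO-treated cells and -100% = medium-only wells without cells; nearly all actives have a fitted effect of over 30% in size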
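HEK-293-SNCA-luc cells (1500/well) plated 24 h, then exposed 24 h to a dilution series; GF-AFC added 30 min at 37C, fluorescence 405/540 nm; normalised to medium-only and DMSO wells, Hill fit.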
FLuc inh: blocks purified firefly luciferase enzyme activity; purified P. pyralis luciferase, luminescence, biochemical; 76,000 compounds, 2.5% hits; P08659; Potency, µM (series often up to 115 µM), for the others: at the top dose activity change, negative = inhibition, most hits filed as inhibitors; also: potency is read from the fitted curve at half-maximal effect; nearly all actives have a fitted effect of over 65% in size
Target sequence (P08659 whole entry, looked up): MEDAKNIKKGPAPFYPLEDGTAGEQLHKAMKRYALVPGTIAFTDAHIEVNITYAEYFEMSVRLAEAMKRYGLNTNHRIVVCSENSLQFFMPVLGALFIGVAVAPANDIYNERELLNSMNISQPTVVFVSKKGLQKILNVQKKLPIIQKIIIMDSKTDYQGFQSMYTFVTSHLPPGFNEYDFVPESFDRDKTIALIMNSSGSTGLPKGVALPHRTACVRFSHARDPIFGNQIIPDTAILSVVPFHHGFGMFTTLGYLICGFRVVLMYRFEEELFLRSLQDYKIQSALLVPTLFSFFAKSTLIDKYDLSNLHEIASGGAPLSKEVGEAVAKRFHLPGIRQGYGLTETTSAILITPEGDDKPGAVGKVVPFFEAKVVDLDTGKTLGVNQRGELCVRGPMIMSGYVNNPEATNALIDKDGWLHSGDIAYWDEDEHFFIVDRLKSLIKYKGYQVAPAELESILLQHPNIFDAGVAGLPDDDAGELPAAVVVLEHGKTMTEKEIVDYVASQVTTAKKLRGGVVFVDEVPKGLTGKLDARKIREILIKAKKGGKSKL
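Cell-free enzyme assay, 10nM P. pyralis luciferase, luciferin and ATP each at 10uM. Inhibition profiled over a 6-point titration, read as luminescence.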
GPT2 inhibitor: inhibitors of human GPT2 alanine aminotransferase; Potency, µM (titrated, usually from 57.7 µM), for inactives: at the top dose activity change, negative = inhibition, most hits filed as inhibitors; Recombinant GPT2, coupled pyruvate oxidase/HRP Amplex Red fluorescence; 100,000 compounds, 0.25% hits; also: potency is read from the fitted curve at half-maximal effect; nearly all actives have a fitted effect of over 60% in size; many of its hits are not listed in these tables
Target sequence (Q8TD30 whole entry, looked up): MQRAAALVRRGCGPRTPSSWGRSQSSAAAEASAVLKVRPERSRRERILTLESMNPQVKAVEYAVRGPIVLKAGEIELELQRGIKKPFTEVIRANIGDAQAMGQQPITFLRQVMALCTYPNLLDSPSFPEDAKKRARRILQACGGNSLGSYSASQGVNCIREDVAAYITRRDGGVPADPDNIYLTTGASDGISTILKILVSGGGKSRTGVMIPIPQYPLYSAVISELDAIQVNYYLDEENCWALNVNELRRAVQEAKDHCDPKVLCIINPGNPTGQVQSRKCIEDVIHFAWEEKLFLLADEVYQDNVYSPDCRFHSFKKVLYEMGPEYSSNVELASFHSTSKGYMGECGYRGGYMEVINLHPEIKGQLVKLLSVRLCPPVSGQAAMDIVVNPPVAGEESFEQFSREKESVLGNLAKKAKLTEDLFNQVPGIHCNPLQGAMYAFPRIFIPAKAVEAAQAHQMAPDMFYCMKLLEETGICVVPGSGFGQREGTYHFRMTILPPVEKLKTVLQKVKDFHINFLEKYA
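GPT2 10ng/uL, a-KG 250uM, L-Ala 2mM, HEPES pH7.5 + 0.0001% Tween; 30 min RT. Then Amplex mix (PO/HRP/ThPP), 30 min RT dark, fluorescence. AOA 50uM used as positive control.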
Active calls of the source: *; i = inactive; ? = inconclusive; / = no result given; [ ] = another dose, or the depositor's remark. Unless noted, calls follow the shape of the dose curve; as a rule, active = well fitted curve in the direction sought with a large enough effect; inconclusive = small, poorly fitted or top-dose-only effect, or another doubt; inactive = no such curve, though single readings can be large; an effect the other way counts as inactive or inconclusive. Unless noted, % is scaled to controls: 0 for no effect and ±100 for the full control effect.

Sequence of screens: NIH3T3 tox | SNCA expr inh | IP6K1 inh | HEK cytotox | HEK293 viab | FLuc inh | GPT2 inhibitor
COc1ccc(Cl)cc1C(=O)NCc1nnc2cc(-c3nc(C4CC4)no3)ccn12
 : i | -19% | 6 | i | -5% | 1% | i
CC(=O)c1cccc(-n2c(=O)c3c4c(sc3n(CC(=O)Nc3ccccc3F)c2=O)CN(C(C)=O)CC4)c1
 : / | 21% | 18 | / | -4% | / | /
CN1CC2CN(c3ccc4oc5ccccc5c(=O)c4c3)CC2C1 (stereo not drawn)
 : / | / | -14 | / | 6%[23.9 µM] | / | -1%[27.3 µM]
Cc1cc(C(=O)N[C@@H]2C[C@H](COc3ccc(S(C)(=O)=O)cc3)[C@@H](O)[C@H]2O)nn1C
 : i | -6%[87.6 µM] | -11 | i | 5%[87.6 µM] | -4%[172 µM] | -7%[88.5 µM]
COc1cc2nc(-c3ccc(N4CCN(C)CC4)cc3)nc(NCCN3CCOCC3)c2cc1OC
 : / | ? | -24 | / | ? | / | ?
CCOC(=O)COc1ccc([N+](=O)[O-])cc1-c1ccnc2cc(-c3ccc(Cl)cc3)nn12
 : / | ? | 3 | / | -7% | / | /
COCCNC(=O)c1ccc2nnc(-c3cncc(Cl)c3)n2c1
 : i | 24% | 12 | i | 4% | / | -17%
Cc1nc(C(=O)N2CC[C@H](NC(=O)c3cnccn3)C[C@H]2C(=O)N[C@@H](Cc2cccs2)C(N)=O)cs1
 : 2% | ? | 0 | i | 1% | -2% | -4%
COc1ccc(CC(=O)N2CCn3c(nn(-c4ccc(C)cc4)c3=O)C2)cc1
 : ? | -16% | 5 | -13% | -2% | -12% | i
CCc1ccc(CN2CCOCC(CO)C2)nc1 (stereo not drawn)
 : i | -1% | 4 | -13% | 3% | 4% | -8%
CCC1CN(C(=O)C2CCN(S(=O)(=O)c3c(C)noc3/C=C/c3ccccc3F)CC2)c2cc(Cl)ccc2O1 (stereo not drawn)
 : / | 1% | 14 | / | -3% | / | /
O=C1CCN(CC(O)Cc2ccccc2)c2ccccc2CCN1Cc1ccccc1 (stereo not drawn)
 : ? | -6%[25.6 µM] | 0 | ? | -26%[23.9 µM] | / | -18%[27.3 µM]
CCCC(C)c1c(-c2ccccc2)ncn1CCNC(C)=O (stereo not drawn)
 : 0% | -20% | 15 | 2% | -19% | 2% | -5%
CC(C)C[C@@H](NC(=O)C1=C[C@@H](NC(=O)NC2CCCCC2)[C@@H](O)[C@H](O)C1)C(N)=O
 : -12%[174 µM] | -3%[87.6 µM] | -3 | -18%[172 µM] | -1%[87.6 µM] | -3%[172 µM] | ?
Cc1ncsc1CN1CCCCCNC(=O)[C@@H]2CCC[C@@H]21
 : ? | 6% | 11 | -29% | -3% | -6% | -12%
c1coc(-c2nc3n(n2)C2(CCCCC2)[C@@H]2CCCC[C@@H]2N3)c1
 : / | -18% | 16 | / | -6% | / | /
CCNC(=O)CN1CCN(c2nccc(C3CCCC3)n2)CC1
 : -3% | -10% | -7 | -9% | 2% | 0% | i
Cc1cc(S(=O)(=O)N(C)CC2CCOCC2)ccc1F
 : -11% | 4% | 10 | -20% | 5% | 7% | i
CCOc1cc(C(=O)OCc2cc(=O)n3c(C)csc3n2)cc(OCC)c1OCC
 : / | 8% | 5 | / | -3% | / | /
O=C(Cn1c(=O)c(C(F)(F)F)nc2ccccc21)Nc1ccc(Br)cc1F
 : / | 5% | -5 | / | -2% | / | /
CCC(=O)N1CCC(O)(c2ccccc2)[C@H](N2CCCC2)C1 (stereo partly drawn)
 : ? | 32%[activator] | 18 | ? | -4% | 0% | i
CC1=CC2=C(C)C(=O)[C@](C)(O)[C@H](O)C2=CO1
 : / | / | 3 | / | -4% | / | i
CCOc1ccc(C(=O)Nc2ccc3oc(-c4ccc(Br)cc4)nc3c2)cc1
 : / | -7% | 19 | / | 5% | / | /
CC(C)(C)NC(=O)N1CCC(C2CCNC2)CC1 (stereo not drawn)
 : -8% | 4% | -4 | -6% | 7%[12.5 µM] | -4% | i
CCN(CC)CCN(C(=O)c1ccco1)c1nc2ccc(Cl)cc2s1
 : / | 95%[activator] | -13 | / | 14% | / | /
CCOC(=O)C1=C(C)NC(C)=C(C(=O)OCC)C1c1ccccc1/C=C/C(=O)OC(C)(C)C
 : / | -51%[25.6 µM] | 20 | / | -7%[23.9 µM] | / | -1%
COC[C@@H]1[C@H](C(=O)NCc2ccccc2C)CCC(=O)N1C
 : -6% | -12% | 19 | i | 23% | / | 5%
Cc1ccc2nc([C@H]3CCN(Cc4ccc(C(F)(F)F)cc4)C3)[nH]c2c1
 : 35µM* | ? | -3 | 28µM* | -13%[87.6 µM] | -25%[172 µM] | ?
Oc1ccc(-c2nc(C3CC3)nc3c2CCN(Cc2ccncc2)CC3)cc1
 : -10% | ? | 17 | i | -26% | / | i
O=C(Nc1ccc(-c2nnc3n2CCCC3)cc1)c1cc(F)ccc1F
 : 0% | 46%[activator] | 16 | 7% | -2% | -14% | i

Next section, starting with the last two of the part before.
Sequence of screens: NIH3T3 tox | SNCA expr inh | IP6K1 inh | HEK cytotox | HEK293 viab | FLuc inh | GPT2 inhibitor
Oc1ccc(-c2nc(C3CC3)nc3c2CCN(Cc2ccncc2)CC3)cc1
 : -10% | ? | 17 | i | -26% | / | i
O=C(Nc1ccc(-c2nnc3n2CCCC3)cc1)c1cc(F)ccc1F
 : 0% | 46%[activator] | 16 | 7% | -2% | -14% | i
COc1cccc(-n2ccn(CC(=O)c3ccc(F)cc3)c(=O)c2=O)c1
 : / | 44%[activator] | -24 | / | 2% | / | /
O=C1CC2(CCN(Cc3cccc(-c4ccccc4)c3)C2)C(=O)N1 (stereo not drawn)
 : -5% | 1% | 3 | -7% | 5% | -16% | ?
CN(C)C[C@@H]1CN(Cc2ccncc2)C[C@H]1NC(=O)c1cc(F)cc(F)c1
 : -18% | ? | 3 | ? | -8% | 2% | 3%
O=c1n(Cc2cc(F)cc(F)c2)nc2n1CCCCC2
 : 1% | -1% | 5 | 3% | -3% | 9% | i
COc1ccc(CNC(=O)C2CC(=O)N(c3n[nH]c4ccccc34)C2)cc1OC (stereo not drawn)
 : i | 6% | -6 | 9% | 11% | 2% | -23%
CN(C(=O)Cn1c2c(c(=O)n1Cc1ccccc1)CCN(Cc1ccccc1)C2)c1ccccc1
 : ? | -33% | 1 | -21% | 5% | -5% | i
O=C(c1cc(=O)[nH]c(=O)[nH]1)N1CCC2(CC1)OCCCC2O (stereo not drawn)
 : -6% | -1% | 2 | 1% | 3% | -9% | ?
COc1ccc(CNC(=O)c2c(C)noc2-c2ccco2)cc1
 : -25% | -1% | 7 | ? | 1% | -6% | 2%
COc1cc(OC)c(NC(=O)Nc2c(C)n(C)n(-c3ccccc3)c2=O)cc1Cl
 : / | 0% | -6 | / | -2% | / | /
Cn1ncc2c(C(=O)NCc3cccs3)cc(-c3ccccc3C(F)(F)F)nc21
 : ? | / | 11 | ? | / | / | /
COc1ccccc1-c1cc(C(=O)NCC2CC2)c2cnn(C)c2n1
 : -28% | / | 3 | -8% | / | / | /
O=C(COc1ccccc1)N[C@H]1CO[C@H]2[C@@H]1OC[C@@H]2n1cc(CC2CCCCC2)nn1
 : 40µM* | 0%[87.6 µM] | 6 | -11%[172 µM] | -13%[87.6 µM] | -2%[172 µM] | -8%[88.5 µM]
Cc1[nH]cnc1CN1CCCC(C(=O)Nc2ccc(-c3cccc(F)c3)cc2)C1 (stereo not drawn)
 : ? | -4% | 12 | 25µM* | 3% | 0% | i
CCCCN(CCCC)CCNC(=O)c1cn(C)c2ccc(S(=O)(=O)N3CCCC3)cc2c1=O
 : / | -19% | 33 | / | 14% | / | /
COc1ccc(/C=C/C(=O)Nc2sc(C)c(C)c2C(=O)O)cc1
 : / | ? | -15 | / | -11% | / | /
Cn1cnc(C(=O)N2CCCN(S(C)(=O)=O)c3ccccc32)c1
 : i | 22% | -14 | i | 2% | 27% | i
Cc1nc2ccccc2n1Cc1cc(C(=O)N2CCN(C)C(=O)[C@@H]2C)n[nH]1
 : -12% | 11% | 10 | -6% | 4% | -4% | ?
CCC(C)NC(=O)c1c(C)nc2cnccn12 (stereo not drawn)
 : -18%[174 µM] | / | 5 | 1%[230 µM] | / | / | /
COc1ccc(Cn2c(C3CCN(C(=O)c4cc(F)ccc4F)CC3)n[nH]c2=O)cc1
 : 5% | 12% | -4 | -4% | 9% | 10% | i
O=C1NC2(CCN(Cc3ccc(F)cc3)C2)Oc2ccccc21 (stereo not drawn)
 : -20%[138 µM] | 37%[activator][87.6 µM] | 13 | ? | -2%[87.6 µM] | -5%[172 µM] | -1%[88.5 µM]
COc1cccc(N2C(=O)NC(=NC3CCCC3)C23CCN(Cc2cccn2C)C3)c1 (stereo not drawn)
 : i | -23% | -9 | -3% | -6% | / | 2%
CC(=O)N1CCC(N2CCC3(CC2)CN(Cc2ccccc2)CC3CO)CC1 (stereo not drawn)
 : -10% | 15% | 16 | -28% | -6%[12.5 µM] | 9% | i
COc1ccc2[nH]c(=O)c(CN(C(=O)c3cccc(Cl)c3)c3ccccc3OC)cc2c1
 : / | 5% | 5 | / | 11% | / | /
Cc1c(F)cccc1NC(=O)N1CC2CC(C1)[C@H]1CCCC(=O)N1C2 (stereo partly drawn)
 : i | 1% | 9 | 7% | -6% | -4% | i
O=C(Nc1ccc(Oc2ccccc2)cc1)c1ccc(F)c(S(=O)(=O)N2CCN(c3ccccc3F)CC2)c1
 : / | -12% | 14 | / | 0% | / | /
CCOC(=O)C1c2c(OC)ccc3c2C(=CC(C)(C)CO3)CN1Cc1ccc(NC(C)=O)cc1 (stereo not drawn)
 : ? | / | 2 | ? | / | / | /
O=S(=O)(NCC1CCOCC1)c1cccc(F)c1
 : -15% | 7% | 5 | -12% | 2% | -9% | i
O=C(NCCc1csc(-c2cccnc2)n1)c1ccccc1
 : / | 16% | 17 | / | 11% | / | /
O=C(C1CCCC1)N1CCC(c2nn(-c3ccccn3)c(=O)[nH]2)CC1
 : -2%[138 µM] | -1%[87.6 µM] | -2 | -1%[172 µM] | -1%[87.6 µM] | / | i
CCc1ccc(NC(=O)c2cc(S(=O)(=O)N3CCCCC3)c[nH]2)cc1
 : / | -19% | 26 | / | 7% | / | /

Looked up above:
In IP6K1 inh, COc1ccccc1-c1cc(C(=O)NCC2CC2)c2cnn(C)c2n1 has 3
In FLuc inh, O=C1CC2(CCN(Cc3cccc(-c4ccccc4)c3)C2)C(=O)N1 (stereo not drawn) has -16%
In HEK293 viab, COc1ccc2[nH]c(=O)c(CN(C(=O)c3cccc(Cl)c3)c3ccccc3OC)cc2c1 has 11%
In SNCA expr inh, Cc1nc2ccccc2n1Cc1cc(C(=O)N2CCN(C)C(=O)[C@@H]2C)n[nH]1 has 11%
In IP6K1 inh, COc1ccc(/C=C/C(=O)Nc2sc(C)c(C)c2C(=O)O)cc1 has -15

Only part of the results is shown (hit frequency here may not be typical).
